M17LAP inhibition: P. falciparum M17LAP inhibitors, primary screen, biochemical, fluorogenic H-Leu-NHMec substrate, 1536-well (AID 1619) | recombinant M17LAP, H-Leu-NHMec fluorogenic kinetic assay; higher % means a stronger effect | one-dose inhibition, % at 30 µM; IC50 in µM for titrated hits | actives 0.38% (n = 220,000);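 active means compound inhibiting the enzyme by more than half at any dose during confirmatory dose-response retesting; inconclusive means strong single-dose inhibitors picked by rank but not retested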;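 further: plate controls were full reaction with DMSO carrier for no effect and no enzyme background for full effect; strong numbers were not always called active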
RSV antiviral HEp-2: RSV antiviral activity via CPE protection, HEp-2 cells, primary 10 µM value included (AID 2391); HEp-2 cells, RSV-induced CPE inhibition; higher % means a stronger effect; CPE inhibition, % at 10 µM, or IC50 in µM where a hit was titrated; actives 0.13% (n = 310,000); in the data active means a potency from the dose series; inconclusive means CPE inhibition mostly from about 23% at the one dose, without a potency; inactive means the rest, 99 in 100 with CPE inhibition below about 21%; further: strong numbers were not always called active
TNAP activators: human TNAP enzyme activators, primary screen, biochemical, luminescent, no phosphate acceptor, uHTS (AID 1001) | purified TNAP, luminescent activation assay, no phosphate acceptor; higher activation fold means a stronger effect | activation fold at 20 µM; hits with a dose series show EC50 in µM | actives 0.03% (n = 200,000); in the data active means activation fold from about 3, or a potency from the dose series; inactive means the rest, 99 in 100 with activation fold below about 1.6; further: many of its hits are not listed in these tables
West Nile virus CPE: West Nile virus antiviral activity, cell-based, CPE readout (AID 1621) | West Nile virus-infected cells, CPE inhibition; higher % means a stronger effect | CPE inhibition, % at 10 µM, or IC50 in µM where a hit was titrated | actives 0.02% (n = 290,000); in the data active means a potency from the dose series; inconclusive means CPE inhibition mostly from about 3.7% at the one dose, without a potency; inactive means the rest, 99 in 100 with CPE inhibition below about 2.2%; further: strong numbers were not always called active
UTI89 phage lysis: inhibition of K1F phage lysis, E. coli UTI89, bacterial capsule biogenesis inhibitors, alamar blue (AID 488966). actives 0.02% (n = 340,000). E. coli UTI89 K1F phage lysis, alamar blue, 2 h; higher % means a stronger effect. inhibition, % at 100 µM; hits with a dose series show IC50 in µM;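 active means phage lysis inhibition, versus mean bacterial control, above a set limit; inconclusive means no clear call, values can overlap the other calls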;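 further: capsule biogenesis inhibitors block K1F phage lysis so surviving cells raise fluorescence; higher fluorescence means more inhibition of phage lysis; actives were called in the ten point dose series up to 300 µM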
PMI inhibition: MPI inhibition at elevated mannose 6-phosphate – biochemical, fluorescence intensity, high mannose 6-phosphate, primary screen (AID 1220) | recombinant PMI enzyme, coupled fluorescence intensity; higher % means a stronger effect | actives 0.66% (n = 190,000) | inhibition, % at 20 µM; hits with a dose series show IC50 in µM
T cell modulator: T cell immune modulation candidate | 2C CD8+ T cell-vesicle binding, flow cytometry; hits give low values | calls only at 7 µM | actives 0.068% (n = 330,000);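 active means response, share of CD8 T cells binding vesicles, and their 90th percentile fluorescence all below set limits, cut at about 80% in these data, passing the limit was not always enough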
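Read-out – percent CD8+ FL2 mean versus row control · System – murine 2C transgenic CD8+ T lymphocytes · Times – 1.5 h cell–vesicle binding at 37 °C, then 20 min icy labelling · Control set – naked vesicles low, QL9 vesicles with vehicle high · Detection – cytometric PE anti-B7-1 and Alexa647 anti-CD8 signals after 1% paraformaldehyde fixation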
human PMI inhibition: MPI enzyme activity inhibition – biochemical, fluorescence intensity, coupled assay, primary screen (AID 1209) | actives 0.42% (n = 190,000) | purified PMI enzyme, coupled fluorescence intensity; higher % means a stronger effect | inhibition, % at 20 µM, or IC50 in µM where a hit was titrated;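 further: plate controls were DMSO vehicle for no effect and wells lacking substrate for full effect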
P. falciparum M1AAP: malaria alanyl aminopeptidase activity blockers – biochemical, fluorogenic H-Leu-NHMec substrate, 1536-well (AID 1445); recombinant M1AAP, H-Leu-NHMec fluorogenic kinetic assay; higher % means a stronger effect; inhibition, % at 30 µM; hits with a dose series show IC50 in µM; actives 0.42% (n = 220,000);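 active means primary inhibition above the hit cutoff, then over 50% inhibition at one or more dose response concentrations, cut at about 23% in these data, passing the limit was not always enough; inconclusive means conflicting primary data, or primary hits not chosen for dose response; inactive means low primary inhibition, or under 50% at every dose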;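 further: plate controls were DMSO full reaction for no effect and no enzyme background for full effect; strong numbers were not always called active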
T cell modulator vesicle-bound %: second read-out of T cell modulator, no call of its own (marks repeat the call); double positive events, %; measured here: CD8+ vesicle-bound cell fraction;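 binding gate set so that unloaded-vesicle control wells show 10% double positive cells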
* hit, by the source's call; i = inactive; ? = inconclusive; · = not tested or not shown; [ ] = dose if it differs, or a comment. Unless noted, no stated cut-off is given here; in the data, active means inhibition above about 50%; inactive means the rest.

Compound | M17LAP inhibition | RSV antiviral HEp-2 | TNAP activators | West Nile virus CPE | UTI89 phage lysis | PMI inhibition | T cell modulator | T cell modulator vesicle-bound % | human PMI inhibition | P. falciparum M1AAP
CC(C)(C)/C(O)=C(/C#N)c1nc2ccccc2[nH]1 | 5% | 8.1% | 1.1 | 1.6% | -0.2% | -8% | i | 32 | -11% | -1%
COc1cc(C(=S)N2CCOCC2)ccc1OS(=O)(=O)c1ccc(C)cc1 | · | 5.1% | · | -2.9% | 0.1% | · | i | 44 | · | ·
NC(=O)Nc1cccc2ccccc12 | -3% | 1.5% | 1 | 0.4% | 3.6%[50 µM] | -18% | i | 29 | -12% | 1%
CCOc1ccc(-c2nc(-c3ccccc3)no2)cc1OCC | -6% | 3.5% | 0.9 | -0.1% | -2.0% | -3% | i | 40 | 4% | 8%
Cn1c(SCC(=O)N2CCCCC2)nc2c([nH]c3ccccc32)c1=O | -8% | -0.1% | 1.2 | 0.4% | -1.2% | 11% | i | 11 | 10% | -3%
CC(C)(C)N1C(=O)c2ccc(C(=O)Nc3cc(C(=O)O)cc(C(=O)O)c3)cc2C1=O | · | 0.7% | · | -0.3% | -0.2% | · | i | 50 | · | ·
CCn1c2ccccc2c2cc(NC(=O)COc3ccc(OC)cc3)ccc21 | 7% | 5.0% | 1.1 | -0.8% | -1.2% | 6% | i | 26 | 11% | -2%
FC(F)Oc1ccc(-n2cc(-c3ccc(Cl)cc3)[n+]3c2CCCCC3)cc1 | -8% | -0.6% | · | 1.0% | -1.5% | · | i | 9 | · | -7%
CCCCN1CC[C@H]2C=CC[C@@H](C(=O)N3CCN(c4ccccc4)CC3)[C@H]2C1=O | · | 0.8% | · | -0.7% | 0.7% | · | i | 6 | · | ·
CCOc1ccc(NC(=O)c2ccc(NS(=O)(=O)c3cccs3)cc2)cc1 | · | 4.3% | · | 0.3% | 0.1% | · | i | 24 | · | ·
N#Cc1ccc(NC(=O)Nc2ccc(Oc3ccc(NC(=O)Nc4ccc(C#N)cc4)cc3)cc2)cc1 | 4% | 13% | · | -0.5% | 0.2% | · | i | 51 | · | -1%
CN(CCc1ccccn1)C(=O)c1cc(COc2ccc(F)cc2F)on1 | · | -0.4% | · | -1.4% | 0.5% | · | i | 27 | · | ·
O=C(Nc1ccccc1-c1ccccc1NC(=O)c1ccco1)c1ccco1 | -3% | 0.2% | 1 | 0.3% | 0.3% | -7% | i | 13 | -6% | 0%
Cc1cnc(C(=O)OCC(=O)Nc2cc(S(=O)(=O)N3CCCCC3)ccc2Cl)cn1 | 1% | 1.0% | 1.1 | -0.2% | 0.3% | 16% | i | 62 | 7% | -3%
CCCNC(=O)CCCN1C(=O)c2ccccc2Sc2ncccc21 | · | 0.8% | · | -0.1% | 0.3% | · | i | 46 | · | ·
CCOC(=O)c1sc(NC(=O)c2cccc(S(=O)(=O)N3CCN(C)CC3)c2)cc1C | 9% | 1.4% | 1.1 | -0.2% | 1.9% | 1% | i | 26 | 3% | 2%
C=CCNC(=O)c1ccc2c(=O)n(Cc3ccccc3OC)c(=S)[nH]c2c1 | · | 1.9% | · | -0.4% | 0.0% | · | i | 33 | · | ·
Cc1ccccc1NCCC(=O)Nc1ccc(Cl)cc1 | · | 4.7% | · | 0.0% | -0.3% | · | i | 18 | · | ·
COc1ccc(NC(=O)CCN2C(=O)C3C4CCC(C4)C3C2=O)cc1 (stereo not drawn) | 19% | 1.6% | 1 | -0.3% | 0.4% | -8% | i | 55 | -16% | -2%
Cc1cccc(-n2nnc(C(=O)NCc3ccccc3Cl)c2N)c1 | -9% | 0.0% | 1.1 | -0.4% | 0.3% | 11% | i | 31 | 6% | 0%
COC(=O)C1CCN(S(=O)(=O)Cc2ccccc2)CC1 | -3% | 1.5% | 1.1 | 0.1% | 0.0% | 10% | · | · | 7% | 1%
N#Cc1sc2nc(-c3cccs3)cc(-c3ccc(Cl)cc3)c2c1N | 12% | 1.2% | 1.1 | -0.4% | -2.6% | -11% | i | 11 | -4% | 7%
Cc1ccc2[nH]c(=O)c(CN(Cc3cccs3)C(=S)NCc3ccco3)cc2c1 | -1% | 6.8% | 1.2 | -0.3% | 2.9% | 3% | i | 37 | 4% | 4%
Cc1ccccc1NC(=O)Cc1nnc(SCC(=O)N2CCN(c3ccccc3)CC2)n1C | 4% | 0.4% | 1.2 | 0.6% | 4.6% | 6% | i | 8 | 3% | 8%
COC(=O)Cn1c(O)c(N=NC(=O)c2ccc3c(c2)OCO3)c2ccccc21 | 3% | 2.3% | 1 | 0.1% | -0.3% | 12% | i | 53 | 9% | 3%
O=C(COC(=O)c1ccc(Cl)nc1)NCc1cccs1 | 1% | -0.2% | 1.1 | -0.6% | 0.0% | 7% | i | 40 | 2% | 0%
Cc1oc(-c2ccc(Cl)cc2)cc1C(=O)/C(C#N)=C/Nc1ccccc1 | 0% | 1.5% | · | 0.0% | 0.1% | · | i | 32 | · | 1%
CCOCCN1CCN(c2c3c(nc4cc(-c5ccc(F)cc5)nn24)CCC3)CC1 | -5% | · | 1.1 | 0.7% | 0.9% | 0% | · | · | 1% | -1%
O=C(/C=C/c1ccc(O)c(O)c1)OC(Cc1ccc(O)c(O)c1)C(=O)O (stereo not drawn) | · | 3.2% | · | -0.1% | 2.5% | · | i | 29 | · | ·
CC(C)c1ccc(O)c(NC(=O)c2ncn[nH]2)c1 | 20% | 0.2% | 1.5 | 0.4% | -0.3% | -2% | i | 51 | -6% | -3%
COCc1c(N)c(C)nc(Cl)c1C#N | -5% | 1.7% | 1.7 | 0.3% | 0.6% | · | i | 44 | · | 2%
NC(=O)c1ccccc1NS(=O)(=O)c1ccccc1 | -4% | 3.6% | 1.1 | 0.8% | 0.2% | -9% | i | 27 | -1% | 0%
COC(=O)CNC(=O)c1ccccc1C | -3% | 2.7% | 1.1 | 0.1% | -0.4% | -2% | i | 28 | 1% | 5%
CCCCN(CCCC)C(=O)c1cc2ccccc2c(=O)o1 | 4% | 6.9% | 1 | -2.0% | 0.6%[50 µM] | -3% | i | 15 | 4% | -3%
CCN(CC)S(=O)(=O)c1ccc(C)c(NC(=O)CSc2ncc(C(F)(F)F)cc2Cl)c1 | -7% | 0.9% | 1 | -1.6% | -0.6%[50 µM] | -9% | i | 62 | -14% | -5%
Cc1nc(N2CCCCC2C)c2c(C)c(C(=O)Nc3cccc(C(F)(F)F)c3)sc2n1 (stereo not drawn) | -3% | 17% | 1 | 0.2% | 0.2% | 10% | i | 62 | 10% | -1%
CCOc1ccccc1NC(=O)/C=C/c1ccccc1[N+](=O)[O-] | -3% | 2.9% | 1.2 | -1.2% | 3.4% | 7% | i | 33 | 10% | 10%
Brc1ccccc1OCCN1CCOCC1 | · | 1.1% | · | -0.1% | -0.5% | · | i | 58 | · | ·
Cc1ccc(Cl)cc1NS(=O)(=O)c1ccc2c(c1)NC(=O)C(C)C(=O)N2 (stereo not drawn) | · | 1.1% | · | -0.1% | -2.0% | · | i | 19 | · | ·
CCn1c2ccccc2c2cc(CN3CCN(S(C)(=O)=O)CC3)ccc21 | -1% | 22% | 1.1 | -0.8% | 0.5%[50 µM] | 10% | i | 48 | 27% | 2%
CCOC(=O)Cc1[nH]nc2c1C(c1ccsc1)C(C#N)=C(N)O2 (stereo not drawn) | 11% | 0.6% | 1 | 0.2% | 0.4% | 13% | i | 30 | 8% | -1%
COc1ccc(CCNc2nc(-c3ccc(NC(C)=O)cc3)cs2)cc1OC | -8% | ? | 1.1 | 0.4% | 0.2% | 5% | i | 41 | -2% | 3%
CCCCn1c(-c2ccco2)nc2oc3ccccc3c(=O)c2c1=O | -9% | 2.7% | · | -0.8% | -0.2% | · | i | 15 | · | -7%
CC(C)C(NC(=O)Cc1ccccc1[N+](=O)[O-])C(C)C | -2% | -0.2% | 1.1 | 1.2% | 2.8%[50 µM] | 14% | i | 5 | 20% | 9%
Cc1ccc(S(=O)(=O)N2CCCCC2)cc1NC(=O)CSc1ccc2c(c1)OCCO2 | 7% | 2.5% | 1.1 | -0.9% | 5.1% | 20% | i | 5 | 32% | 13%
COc1ccc(N(C(C)C(=O)Nc2cccnc2)S(C)(=O)=O)cc1 (stereo not drawn) | -8% | 0.3% | 1 | 0.5% | 1.6% | 4% | i | 67 | 4% | -4%

Filtered by structure, the compounds so far containing an NH in an aromatic ring.
Compound | M17LAP inhibition | RSV antiviral HEp-2 | TNAP activators | West Nile virus CPE | UTI89 phage lysis | PMI inhibition | T cell modulator | T cell modulator vesicle-bound % | human PMI inhibition | P. falciparum M1AAP
CC(C)(C)/C(O)=C(/C#N)c1nc2ccccc2[nH]1 | 5% | 8.1% | 1.1 | 1.6% | -0.2% | -8% | i | 32 | -11% | -1%
Cn1c(SCC(=O)N2CCCCC2)nc2c([nH]c3ccccc32)c1=O | -8% | -0.1% | 1.2 | 0.4% | -1.2% | 11% | i | 11 | 10% | -3%
C=CCNC(=O)c1ccc2c(=O)n(Cc3ccccc3OC)c(=S)[nH]c2c1 | · | 1.9% | · | -0.4% | 0.0% | · | i | 33 | · | ·
Cc1ccc2[nH]c(=O)c(CN(Cc3cccs3)C(=S)NCc3ccco3)cc2c1 | -1% | 6.8% | 1.2 | -0.3% | 2.9% | 3% | i | 37 | 4% | 4%
CC(C)c1ccc(O)c(NC(=O)c2ncn[nH]2)c1 | 20% | 0.2% | 1.5 | 0.4% | -0.3% | -2% | i | 51 | -6% | -3%
CCOC(=O)Cc1[nH]nc2c1C(c1ccsc1)C(C#N)=C(N)O2 (stereo not drawn) | 11% | 0.6% | 1 | 0.2% | 0.4% | 13% | i | 30 | 8% | -1%

Compound activity as filed in PubChem BioAssay.
